PfM18AAP inh – blocks P. falciparum M18 aspartyl aminopeptidase; recombinant PfM18AAP, H-Glu-NHMec fluorogenic cleavage; inhibition, % at 7.35 µM; 1.2% of 290,000 active; AID 1822;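 active = inhibition above the campaign mean inhibition over all tested compounds plus 3 SD, cut at about 28% in these data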;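 also: 0% = plate median of test compound wells and 100% = 2 mM ZnCl2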
IMP-1 inhibitor – blocks Pseudomonas aeruginosa IMP-1 metallo-beta-lactamase. purified IMP-1, nitrocefin hydrolysis, epi-absorbance fluorescence. inhibition, % at 5.6 µM. 0.45% of 290,000 active;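 active = inhibition above the mean plus 3 SD of all compounds in the same screening run, cut at about 4.5% in these data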;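 also: 0% = IMP-1 with DMSO and 100% = DMSO wells lacking enzyme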
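Test system: recombinant IMP-1 enzyme, purified / Medium: HEPES buffer pH 7.1 with ZnSO4 and Brij 35 / Doses: single dose, 5.6 µM / Times: 25 °C, 15 min preincubation, 25 min reaction / Detection: Epi-absorbance via hydrolysed-nitrocefin quenching of white-plate fluorescence, 480/530 nm, EDTA stop / Evaluation: percent inhibition from optical density relative to buffer-blank wells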
NALP1 yeast inh – blocks the NALP1 inflammasome reconstituted in yeast; S. cerevisiae NALP1/ASC/caspase-1 growth, X-gal OD620, 72 h; inhibition, % at 10 µM; 0.61% of 280,000 active; AID 2071; in the data active = inhibition mostly above about 24%, no sharp cut-off; inactive = mostly below about 32%; also: some compounds called inactive have numbers as strong as hits
IDE act – IDE (human) activation, cell-based; 0.073% of 340,000 active; AID 493087; P14735; activation, % at 5.96 µM; HEK cells, FAbeta-B cleavage, fluorescence polarization; 0% vehicle, 100% cell-free pure enzyme wells;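 active = activation above the mean of all tested compounds plus 3 SD, set per screening campaign, cut at about 17% in these data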
PHOSPHO1 inh – blocks human PHOSPHO1 phosphatase activity. Q8TCT1. inhibition, % at 13.3 µM. recombinant PHOSPHO1, absorbance phosphatase assay. 1.1% of 290,000 active; in the data active = inhibition above about 60%
Target sequence (Q8TCT1 whole entry, looked up): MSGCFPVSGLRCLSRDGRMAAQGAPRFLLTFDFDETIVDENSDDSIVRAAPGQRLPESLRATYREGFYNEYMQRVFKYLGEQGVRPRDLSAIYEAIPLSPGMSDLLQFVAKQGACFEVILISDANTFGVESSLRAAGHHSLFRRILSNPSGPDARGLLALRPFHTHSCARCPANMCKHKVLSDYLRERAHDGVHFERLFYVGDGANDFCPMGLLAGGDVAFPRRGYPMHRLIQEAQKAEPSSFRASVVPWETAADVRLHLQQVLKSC
IDE inh – cellular human IDE inhibition. P14735. HEK cells, FAbetaB cleavage, fluorescence polarization. inhibition, % at 5.59 µM. 0.41% of 320,000 active. AID 434962;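 active = percent inhibition above the average of all tested compounds plus 3 SD, set per screening campaign, cut at about 16% in these data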;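 also: IDE supplied by intact live HEK cells; FP after avidin binding of uncleaved biotin substrate so inhibition keeps polarization high; 0% = DMSO wells and 100% = 60 µM reference IDE inhibitor Ii1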
VIM-2 inhibitor – blocks Pseudomonas aeruginosa VIM-2 metallo-beta-lactamase; purified VIM-2, nitrocefin hydrolysis, epi-absorbance fluorescence; inhibition, % at 5.6 µM; 0.89% of 290,000 active;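 active = inhibition above the mean of all tested compounds plus 3 SD, cutoff set per screening run, cut at about 7.5% in these data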;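 also: red hydrolysis product quenches plate fluorescence so inhibitors raise well fluorescence; 0% = enzyme with DMSO and 100% = DMSO without enzyme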
pCIP destab – p/CIP protein destabilization | Q05BA5 | F442A p/CIP-EGFP cells, EGFP fluorescence, 16 h | decrease of EGFP signal, % at 10 µM | 0.01% of 290,000 active;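 active = EGFP signal decrease of at least 30% at 10 µM or well 3 SD below plate mean, unless failing retest; inactive = the rest, including hits failing retest or dose response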; also: some compounds called inactive have numbers as strong as hits; many of its hits are not listed in these tables
GPR7 antagonist – human neuropeptides B/W receptor 1 antagonism | GPR7-expressing cells, fluorescence antagonist assay | inhibition, % at 4.4 µM | 1.1% of 290,000 active; in the data active = inhibition above about 16%, passing the limit was not always enough;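 also: cells stimulated with the agonist NPW; 0% = agonist with vehicle and 100% = vehicle without agonist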
Target sequence (P48145 whole entry, looked up): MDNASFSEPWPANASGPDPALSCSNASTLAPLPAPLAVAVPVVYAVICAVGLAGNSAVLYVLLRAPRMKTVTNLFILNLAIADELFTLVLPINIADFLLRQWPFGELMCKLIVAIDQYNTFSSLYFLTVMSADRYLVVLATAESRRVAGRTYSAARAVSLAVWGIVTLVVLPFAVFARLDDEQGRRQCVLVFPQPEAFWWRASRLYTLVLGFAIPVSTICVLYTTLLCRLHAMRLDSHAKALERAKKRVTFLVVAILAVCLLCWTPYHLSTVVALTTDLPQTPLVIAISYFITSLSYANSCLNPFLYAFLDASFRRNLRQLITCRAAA
* hit, by the source's call; / = not tested or not shown.

Every second line gives: PfM18AAP inh	IMP-1 inhibitor	NALP1 yeast inh	IDE act	PHOSPHO1 inh	IDE inh	VIM-2 inhibitor	pCIP destab	GPR7 antagonist
1) O=C(CN(C(=O)CCC(=O)Nc1ccccn1)C1CCCC1)NCc1ccc(F)cc1
    -1	-1.8	6	6	52	-4	-2.5	-25	-5
2) CCc1c(C)c(C#N)c2nc3ccccc3n2c1N(C)C
    -10	-0.4	14	1	-11	5	3.7	15	-1
3) O=C(NNC(=S)Nc1ccccc1)Nc1ccccc1
    53*	-0.8	-1	2	21	-1	-1.7	-15	3
4) CCCOc1ccc(C(=O)NCCc2ccccc2)cc1
    -3	-0.2	-1	1	20	5	-1.9	-8	3
5) CCCCCSc1nncc(=O)[nH]1
    -3	-0.7	4	9	30	0	2.6	-24	-2
6) O=C(O)c1ccccc1S(=O)(=O)NCC(O)COC1CCCCC1 (stereo unspecified)
    4	-3.3	-9	-1	-8	5	-1.0	-6	-2
7) COc1cccc(C2=CC(c3cccc(OC)c3OC)n3nnnc3N2)c1 (stereo unspecified)
    3	-4.0	24	4	5	5	-2.3	-2	1
8) O=C(NCc1ccccc1Cl)C1(S(=O)(=O)c2ccc(Cl)cc2)CC1
    -4	-1.6	22	1	45	0	-0.3	-9	-17
9) COc1cc2c(cc1OC)CN(CC(=O)NC(=O)NCc1ccccc1)CC2
    1	-4.7	21	1	28	5	-1.4	14	-6
10) CCOC(=O)c1c(NC(=O)CN2C(=O)NC3(CCCCC3C)C2=O)sc(C)c1C (stereo unspecified)
    -1	-0.8	14	-6	-2	5	-2.4	-6	-13
11) Cn1c(=O)c2c(-c3ccc(C(C)(C)C)cc3)n(CC3CCCO3)cc2n(C)c1=O (stereo unspecified)
    9	-3.0	7	1	13	4	-0.6	-5	-1
12) Cc1cccc(OCC2CCCN(Cc3nc(C4CC4)no3)C2)c1 (stereo unspecified)
    0	-2.6	-11	0	35	-5	-1.9	-2	-4
13) Cc1ccccc1OCC(O)Cn1nnc2ccccc21 (stereo unspecified)
    3	-4.6	11	1	-6	-2	-2.0	-7	-9
14) CCC(C(=O)NCc1ccco1)N(C(=O)CNS(=O)(=O)c1ccc(C)cc1)c1ccccc1OC (stereo unspecified)
    -4	-3.6	10	0	-13	/	-2.0	-1	0
15) O=C(NC1CCCC1)C(c1ccccc1)N(C(=O)c1ccno1)c1cccnc1 (stereo unspecified)
    2	-4.2	5	-3	-9	0	-3.7	-5	-3
16) COc1ccc(NC(=O)c2nc[nH]c2C(=O)N2CCN(C(=O)OC(C)(C)C)CC2)cc1
    /	/	/	1	20	0	/	2	/
17) NC(=O)NC(=O)COC(=O)c1ccccc1OCc1ccc(F)cc1
    -14	-2.1	/	-2	19	-2	-1.3	-20	-9
18) CCN(CC)CCOC(=O)c1ccc(NC(=O)COc2cc(=O)n(CC)c3ccccc23)cc1
    6	-4.5	12	4	10	-1	0.5	-7	-12
19) CN(c1ccccc1)S(=O)(=O)c1cccc(C(=O)NCCc2ccc(O)c(O)c2)c1
    40*	-1.8	5	-6	-31	11	-1.8	-9	-2
20) CCCCSCCCNC(=S)Nc1ccccc1C
    3	-3.8	-14	5	-1	6	-3.9	-5	-9
21) CC(CCc1ccccc1)NCC(O)c1ccc(O)c(C(N)=O)c1 (stereo unspecified)
    4	-2.9	20	-4	16	0	-4.5	-6	-6
22) CCc1ccc(C2=NN(S(C)(=O)=O)C(c3cccs3)C2)cc1 (stereo unspecified)
    5	-0.5	-1	-8	-5	13	-2.0	-19	17
23) CCOc1cccc(CNc2nnnn2C)c1
    -3	-1.2	2	-3	25	-1	-1.0	5	-15
24) COc1ccc(O)c(/C=N/Nc2nc3ccccc3[nH]2)c1
    22	-4.8	-23	1	-5	4	-3.8	-8	-21
25) NC(=O)C1CCN(CC(=O)Nc2ccccc2Sc2ccc(Cl)cc2)CC1
    6	-1.8	8	2	-35	3	-1.4	-26	-2
26) Cc1cc2nc3c(nc2cc1C)C1(C(=O)O)CCC3(C)C1(C)C (stereo unspecified)
    0	0.1	1	5	6	4	-0.7	-10	10
27) Nc1nc(CN2CCOCC2)cs1
    -15	-3.2	3	2	8	-1	-1.3	-6	5
28) CCC(C)(C)n1nnnc1CN1CCc2ccccc21
    -6	-2.2	4	1	8	0	0.4	-11	15
29) CCn1c(Oc2cccc(Br)c2)nc2c1c(=O)n(C)c(=O)n2C
    -3	-0.5	-11	0	-12	3	2.4	3	-3
30) CN(C)S(=O)(=O)c1cccc(NC(=S)Nc2ccc(Cl)cc2Cl)c1
    -1	0.0	-20	2	28	-4	-3.0	-13	-9
31) CCc1ccccc1NC(=O)C1CC(c2ccc(F)cc2)=NO1 (stereo unspecified)
    4	-3.1	16	3	15	-2	-4.8	-1	-5
32) COc1ccc(CNC(=O)[C@@H](NC(=O)C2CCN(S(=O)(=O)c3ccc(C)cc3)CC2)C(C)C)cc1OC
    -1	-1.3	18	5	32	2	0.7	-3	4
33) COc1ccccc1/C=C/C(=O)NC(=S)Nc1ccc(S(=O)(=O)N(C)c2ccccc2)cc1
    -2	-0.9	-3	4	24	1	-6.7	-28	-8
34) CCOC(=O)c1c(NC(=O)CSc2nc3c(c(=O)n(C)c(=O)n3C)n2CC)sc(C)c1C
    /	/	20	11	-12	7	/	-2	/
35) CCN1CNC(=S)N(c2cc(C)ccc2C)C1
    0	-1.1	7	5	-24	2	-0.3	-8	5
36) CCCC(C)c1nnc(NC(=O)C2CC(=O)N(c3ccc(OCC)cc3)C2)s1 (stereo unspecified)
    -5	-2.6	3	2	36	1	0.1	2	1
37) Cc1cc(OCC(=O)N2CCN(c3ccccn3)CC2)cc(C)c1Br
    -8	-2.5	12	2	36	-2	-0.1	-6	-16
38) NC(=O)C1CCN(C(=O)N2c3ccccc3Sc3ccccc32)CC1
    3	-3.5	8	-1	6	8	-3.8	-20	-4
39) Cc1ccc(C(=O)N/C(=C\c2ccc(C)o2)C(=O)O)cc1
    -4	0.5	19	4	12	-5	1.4	-11	-13
40) O=C(c1ccco1)N1CCN(C(=O)c2cccc3c2C(=O)N(C2CCCCC2)C3)CC1
    0	-3.8	24	2	-11	5	0.7	-15	-3
41) COc1cccc(C2CC(c3cccc(C)c3)n3ncnc3N2)c1 (stereo unspecified)
    -6	-1.1	26	-3	10	2	-2.1	-17	4
42) O=C(Nc1ccccc1)OCCNC(=O)c1cccc(Cl)c1
    -2	-2.4	-1	2	2	1	-0.7	-11	7
43) CCOc1cc(/C=N/n2c(C)nnc2C)ccc1O
    4	-1.9	-30	7	-1	0	-0.4	-7	-10
44) COc1ccc(/C=C2/SC(=O)N(CCC(=O)Nc3ccc(C)cc3)C2=O)cc1OC
    0	0.3	28	/	-7	4	-0.9	-4	-6
45) CCOc1cc(/C=N/NC(=O)CN2CCCCC2)ccc1OCc1cccc(Cl)c1
    5	-2.5	17	8	-1	9	-0.8	4	4
46) CCOC(=O)CCn1cnc2ccc([N+](=O)[O-])cc2c1=O
    -5	-2.9	-2	3	42	6	-3.7	-15	-8
47) CSc1nsc(SCC(=O)Nc2ccccc2C(=O)O)n1
    -1	-4.8	-108	-10	-137	17*	-2.0	6	0
48) CCC1(c2ccc(F)cc2)NC(=O)N(CC(=O)Nc2ccc(S(N)(=O)=O)cc2)C1=O (stereo unspecified)
    -2	-1.4	0	2	13	1	-2.2	14	-6
49) CCOC(=O)N1CC=C2C(C#N)=C(N)C(C#N)(C#N)[C@H](c3ccsc3)[C@H]2C1
    -2	-1.9	18	-13	7	5	-0.9	-15	-12
50) CCOc1ccc(-c2nnc(-c3cccs3)o2)cc1OCC
    3	-2.6	23	0	3	-2	-4.2	-9	-2
51) O=C(COC(=O)/C=C/c1ccc([N+](=O)[O-])cc1)NCc1ccco1
    -9	-3.1	26	-2	24	-1	-1.9	0	-5
52) CC1=CC2=NC(=O)/C(=C\c3cccn3CCOc3ccccc3C)C(=N)N2O1
    -7	-0.7	25	-2	-1	2	0.1	1	-11
53) CSc1nc(-c2ccco2)nn1S(=O)(=O)c1ccc(C)cc1
    3	-2.5	12	2	-3	1	-1.6	10	-4
54) CC(C)c1ccc(NC(=O)[C@H](NC(=O)[C@@H]2Cc3ccccc3CN2)c2ccccc2)cc1
    3	-4.0	11	4	49	-2	-4.0	-1	-8
55) O=c1[nH]cnc2[nH]ncc12
    49*	-4.6	19	1	4	5	-4.4	-11	-14
56) COc1ccc(C2CCCN2C(=S)Nc2ccc(C)cc2Cl)cc1OC (stereo unspecified)
    7	-3.1	3	1	-23	2	-2.2	-7	-11
57) Cc1cc(NC(=O)COC(=O)[C@@H](NS(=O)(=O)c2ccccc2)C(C)C)no1
    2	-2.0	13	6	17	6	-1.1	-3	-5
58) COc1ccc(C(=O)Nc2ccc(Nc3ccccc3)cc2)cc1OC
    12	-1.9	17	-1	19	7	-1.5	1	19
59) Cn1c(=O)c2c(nc(N3CCCCC3)n2CCSc2nc3ccccc3s2)n(C)c1=O
    -8	-3.3	18	4	15	2	-3.0	-10	12
60) C=CCNC(=O)c1cc(-c2ccncc2)nc2c(C)cc(C)cc12
    -2	-1.9	7	-3	48	-5	-0.1	2	-6

Some of the entries so far, screen by screen:
(53) CSc1nc(-c2ccco2)nn1S(=O)(=O)c1ccc(C)cc1
(56) COc1ccc(C2CCCN2C(=S)Nc2ccc(C)cc2Cl)cc1OC (stereo unspecified)

Compound	53	56
PfM18AAP inh	3	7
IMP-1 inhibitor	-2.5	-3.1
NALP1 yeast inh	12	3
IDE act	2	1
PHOSPHO1 inh	-3	-23
IDE inh	1	2
VIM-2 inhibitor	-1.6	-2.2
pCIP destab	10	-7
GPR7 antagonist	-4	-11

(continued)
Every second line gives: PfM18AAP inh	IMP-1 inhibitor	NALP1 yeast inh	IDE act	PHOSPHO1 inh	IDE inh	VIM-2 inhibitor	pCIP destab	GPR7 antagonist
61) COC(=O)CSc1nc2ccccn2c(=O)c1C=O
    1	-1.1	13	1	-1	5	-0.7	-11	-15
62) CCNC(=O)CSc1nnc(-c2ccccc2)n1-c1ccc(OCC)cc1
    6	-5.4	-11	-1	38	4	-5.4	-15	-11
63) Cc1nn(CCCC(=O)Nc2cc(Oc3ccc(F)cc3)cc([N+](=O)[O-])c2)c(C)c1[N+](=O)[O-]
    1	-2.3	26	3	-5	-3	-4.7	-9	-1
64) Cc1ccc(OCC(=O)Nc2nnn(C)n2)c(C)c1
    8	-1.2	-13	2	-17	-5	-3.0	-5	3
65) CC1CCN(C(=O)c2cc3nc(-c4ccccc4)cc(-c4ccccc4)n3n2)CC1
    -4	-0.6	3	-8	10	5	-3.4	-4	1
66) O=C(/C=C/c1ccc(Br)o1)Nc1nnc(C2CC2)s1
    5	-2.1	7	/	-1	2	-3.2	-5	-10
67) CCOC(=O)c1ccc(NC(=O)c2cc(S(=O)(=O)N3CCOCC3)cn2C)cc1
    -2	-4.1	21	-3	18	3	-3.1	2	-15
68) COC(=O)C1=C(N)Oc2cc(N(C)C)ccc2C1c1ccccc1OC (stereo unspecified)
    11	7.5*	26	-4	16	0	-0.8	1	25*
69) CC(C)(C)c1ccc(NC(=O)CSc2n[nH]c(=O)n2-c2cccnc2)cc1
    4	-1.8	8	-1	14	6	0.0	-2	-3
70) CCN(CC)S(=O)(=O)c1ccc2c(c1)nc(CCC(=O)Nc1ccccc1Cc1ccccc1)n2CC
    8	-3.8	-6	2	1	0	-1.9	-13	-4

Screening results (PubChem BioAssay)
